Screening results as filed in PubChem BioAssay.
MKP-3 inhibition: MKP-3 phosphatase inhibitors, primary screen, biochemical, rat enzyme, in vitro (AID 425) | recombinant MKP-3 phosphatase activity, fluorescence; higher % means a stronger effect | inhibition, % at 20 µM; hits with a dose series show IC50 in µM | 0.17% of 110,000 active; in the data active = inhibition above about 50%;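 also: plate controls were vehicle for no effect and reference inhibitor for full effect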
Hsp70 displacement: small molecules displacing fluorescent ligand from Hsp70 – biochemical, fluorescence polarization, primary screen (AID 583) | Hsp70 fluorescence polarization probe displacement, mP; higher % means a stronger effect | one-dose displacement, % at 20 µM; IC50 in µM for titrated hits | 0.06% of 140,000 active; in the data active = displacement above about 50%;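 also: plate controls were vehicle for no effect and reference ligand for full effect; a part of the inactive calls stands beside numbers as strong as those of hits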
* marks the source's active call; other numbers are inactive results; / = not tested or not shown; & = joins results of further samples.

SMILES | MKP-3 inhibition | Hsp70 displacement
CCOC(=O)c1c(NC(=O)CN2CCN(C)CC2)sc2c1CCC(C)C2 (stereo not given) | 3% | -4.6%
CCN(CC)C(=O)c1cc2sc3ccccc3c2s1 | -2% | 0.5%
Cc1ccccc1C(=O)NNC(=O)c1ccc(Cl)cc1 | -3% | -3.8%
Cc1cccc(C)c1NC(=O)/C=C/c1ccc2c(c1)OCO2 | 3% | -1.6%
Cn1cnc2cc(NC(=O)c3ccccc3)ccc21 | 2% | -2.0%
CC(=O)COC(=O)c1cccc(N2C(=O)C3C4C=CC(C4)C3C2=O)c1 (stereo not given) | -2% | /
COC(=O)c1cc(Cl)c(NC(=O)c2ccccc2CCc2ccccc2)cc1OC | 0% | 3.0%
O=C(Nc1ccc(OC(F)(F)C(F)F)cc1)c1ccc(Cl)c([N+](=O)[O-])c1 | 2% | 2.7%
Cc1ccccc1C(=O)N1CCN(c2ncnc3c2cnn3-c2ccccc2)CC1 | / | 1.4%
COCCn1nnnc1C(CC(C)C)N1CCN(C(=O)c2ccco2)CC1 (stereo not given) | -2% | -3.8%
O=C(CCn1c(=O)sc2ccccc21)Nc1nccs1 | 1% | -6.4%
COC(=O)CSC1=C(C#N)C(c2ccccc2F)CC(=O)N1 (stereo not given) | -2% | -6.8%
FC(F)(F)c1cc(-c2ccccc2)nc(N2CCCCCC2)n1 | -10% | 6.2%
OC(c1ccc2c(c1)OCO2)c1nc2ccccc2n1Cc1ccccc1 (stereo not given) | 1% | -0.5%
O=c1[nH][nH]c(C(F)(F)F)c1C=NCc1cccc(Cl)c1 | / | 2.4%
CC(C)(C)c1nc(NCC2CCCO2)c2nnn(Cc3ccccc3)c2n1 (stereo not given) | -4% | 2.9%
COc1cc(OC)cc(C(=O)Nc2ccc(N3CCOCC3)cc2)c1 | 3% | -5.0%
Cc1cc2c(cc1[N+](=O)[O-])-c1c(ssc1=S)C(C)(C)N2 | 2% | 1.0%
CCOC(=O)c1c(-c2ccccc2)oc2cc(Br)c(OS(C)(=O)=O)cc12 | 4% | -1.6%
CCN(CC)S(=O)(=O)c1cccc(-c2nnc(SCC(=O)c3cc(C)n(C4CC4)c3C)o2)c1 | 3% | 2.0%
Cc1ccc([N+](=O)[O-])cc1-c1ccc(/C=C(\C#N)C(=O)NCc2ccco2)o1 | 5% | 76%*
Cc1ccc(N2CC(C(=O)Nc3ccncc3)CC2=O)cc1 (stereo not given) | -6% | -2.3%
Cc1ccccc1P(=O)(CO)c1ccccc1C | -9%&1% | -1.1%&2.1%
CC(C)Oc1ccc(C(=O)CCN2CCCCC2)cc1 | -4% | 4.4%
O=C(Cc1ccccc1)Nc1ccc(Br)cn1 | 4% | -1.1%
Cc1ccc(-c2nn(C)c(=O)c3ccccc23)cc1CNS(C)(=O)=O | 4% | 5.9%
Cc1nc2ccc(S(=O)(=O)NC(C(=O)NC3CCCC3)C(C)C)cc2s1 (stereo not given) | -6% | -1.8%
CC(C)c1cc(NC(=O)CSc2nnc(-c3ccccc3F)n2C)on1 | -3% | -2.1%
O=C(NCCCO)c1ccc2[nH]c3c(c2c1)CCCC3 | / | 11%
O=C1c2ccccc2C(=O)N1c1n[nH]c(CCc2ccccc2)n1 | -1% | 2.2%
Cc1ccc(CCNC(=O)C2CCCN(S(=O)(=O)c3cnc[nH]3)C2)cc1 (stereo not given) | -2% | -0.7%
Cn1c(Cn2nnc(-c3ccccc3)n2)nnc1SCc1ccccc1Cl | / | 3.4%
Cn1c(SCc2ccc3c(c2)OCO3)nnc1-c1ccccc1 | 1% | 3.4%
Cc1cccc(N2C(=O)C(=O)/C(=C(\O)c3ccccc3)C2c2ccccc2[N+](=O)[O-])c1 (stereo not given) | -2% | 5.0%
CCOC(=O)C1=C(C)N=c2s/c(=C\c3ccc(O)c(OC)c3)c(=O)n2C1c1ccc(N(C)C)cc1 (stereo not given) | 0% | -34%
CSc1nnc2c(n1)OC(c1ccc(-c3ccc([N+](=O)[O-])cc3)o1)Nc1ccccc1-2 (stereo not given) | 2% | 4.6%

Grouped by structure, the entries above containing a furan ring, fused or not.
SMILES | MKP-3 inhibition | Hsp70 displacement
COCCn1nnnc1C(CC(C)C)N1CCN(C(=O)c2ccco2)CC1 (stereo not given) | -2% | -3.8%
CCOC(=O)c1c(-c2ccccc2)oc2cc(Br)c(OS(C)(=O)=O)cc12 | 4% | -1.6%
Cc1ccc([N+](=O)[O-])cc1-c1ccc(/C=C(\C#N)C(=O)NCc2ccco2)o1 | 5% | 76%*
CSc1nnc2c(n1)OC(c1ccc(-c3ccc([N+](=O)[O-])cc3)o1)Nc1ccccc1-2 (stereo not given) | 2% | 4.6%

Going on with the list:
SMILES | MKP-3 inhibition | Hsp70 displacement
Cc1csc(NC(=O)CSc2nnc(-c3ccncc3)o2)n1 | -13% | /
O=C(O)c1cccc(N2C(=O)C3CC=C(Cl)CC3C2=O)c1 (stereo not given) | -9% | 1.5%
O=C1CCCc2nc(N3CCN(Cc4ccccc4)CC3)ncc21 | 0% | -2.7%
Brc1ccc2nc(N/N=C/c3ccccc3)nc(-c3ccccc3)c2c1 | 2% | -1.4%
C(=N/n1c2ccccc2c2ccccc21)/c1ccco1 | -2% | -3.6%
O=C(Nc1ccccc1O)c1ccc2c(c1)OCCO2 | 1% | -10%
COc1ccc(-n2nnc3c(=O)n(CC(=O)N4CCC(C)CC4)cnc32)cc1 | -1% | 0.9%
CCOC(=O)N1CCC(NC(=O)C2CCC(Cn3c(=O)[nH]c4ccccc4c3=O)CC2)CC1 (stereo not given) | 0% | 3.5%
COc1ccc(S(=O)(=O)Cc2ccc(C(=O)N3CCN(c4cc(Cl)ccc4C)CC3)o2)cc1 | -6% | 3.3%
CN(C)c1ccc(/C=C/C=N/NC(=O)c2ccccc2O)cc1 | 1% | -27%
COc1ccc(NC(=O)NC(C)(C(F)(F)F)C(F)(F)F)cc1 | / | 4.3%
Nc1nnc(CC2=CCCCC2)s1 | 3% | -1.5%
CCOc1ccc(-n2cc(C(=O)N3CCC(C)CC3)c3cc(OC)c(OC)cc3c2=O)cc1 | 2% | 3.8%
Cc1cc(C)n(-c2nc3c(c(=O)[nH]c(=O)n3C)n2CC(C)C)n1 | -1% | 0.1%
CCCC1=C(C(=O)OCC)C(c2cc(Cl)cc(OC)c2OCC(=O)OCC)NC(=O)N1 (stereo not given) | -2% | -5.6%
O=c1c2c3c(sc2n2c(=S)[nH]nc2n1-c1ccccc1)CCCCC3 | 1% | -0.1%
CCOC(=O)c1cnc2c(C(=O)OC)cccc2c1NCc1ccco1 | -1% | 6.9%
CC1(C)CC(=O)c2cc(OCC(=O)NCCCN3CCN(c4ccc(F)cc4)CC3)ccc2O1 | 3% | -1.4%
CC(C)(O)C#Cc1ccc(C(=O)NCc2ccccc2)cc1 | 4% | -2.2%
Cc1ccc(-c2ccccc2)n1-c1cccnc1 | 1% | 2.8%
CC1CN(c2ccc([N+](=O)[O-])cc2)CCN1S(=O)(=O)c1ccccc1 (stereo not given) | 3% | -4.0%
N#C/C(C(=O)c1ccccc1)=C1/SC=C(N)N1c1ccccc1 | -12% | -95%
CC1(C)CC(=O)C(C=N)=C(O)C1 | 4% | 1.3%
CCC(Sc1nc(-c2ccccc2)cc(=O)[nH]1)C(=O)O (stereo not given) | -9% | 7.2%
CN(C)CCOC(=O)C1(c2ccccc2)CCCC1 | / | 2.7%
COc1cccc(C2NC(=S)NC(C)=C2C(=O)Nc2ccccc2)c1 (stereo not given) | 2% | 2.1%
CCOc1ccc2nc(NC(=O)CSc3nnc(-c4ccncc4)n3CC3CCCO3)sc2c1 (stereo not given) | -6% | 1.9%
C=CCN(CC=C)C(=O)c1ccncc1 | 0% | 5.1%
O=C(Nc1ccccc1Cl)c1cc(S(=O)(=O)N2CCOCC2)cs1 | / | 1.6%
CCn1c(COc2ccc(C)cc2)nnc1SCc1ccc(C#N)cc1 | / | 44%
NC(=O)c1cnn2c(C(F)(F)F)cc(-c3ccc(F)cc3)nc12 | 6% | 6.3%
Cc1cc(NCc2ccco2)n2c(nc3ccccc32)c1C#N | 0% | -0.4%
NS(=O)(=O)c1cccc(NC(=O)c2cccnc2)c1 | -2% | 3.3%
COC(=O)CN(c1ccccc1)S(=O)(=O)c1ccccc1[N+](=O)[O-] | 2% | -1.6%
COc1ccccc1Nc1ncnc2ccc(C)cc12 | 3% | -1.0%
COC(=O)c1c(NC(=O)/C=C/c2ccco2)sc2c1CCCC2 | 4% | -2.5%
COc1ccc(CC(=O)NCc2nnc(SCC(=O)N3CCN(c4ccccc4)CC3)n2C)cc1 | -10% | 0.4%
O=C1CN(C(=O)c2ccc(Br)o2)C(c2ccc(F)cc2)c2cc(Cl)ccc2N1 (stereo not given) | -2% | 4.4%
COc1ccc(C(=O)Nc2ccc(Cl)cc2C)cc1 | -1% | 1.2%
CCc1nc(N2CCOCC2)c(C#N)c2c1COC(C)(C)C2 | -9% | 5.5%
Cc1ccnc(N2C(=O)c3ccccc3C2Nc2cccc(C)c2C)c1 (stereo not given) | -8% | -4.1%
Cn1c(=O)cc(N2CCc3ccccc32)[nH]c1=O | -7% | 3.4%
CC1=C(C(=O)OCCc2ccccc2)C(c2cccc(Cl)c2Cl)CC(=O)N1 (stereo not given) | 3% | -1.1%
COc1ccc(/C=C/C(=O)Nc2nc(-c3ccccc3)cs2)cc1 | 2% | 0.0%
CCOC(=O)c1c(C)[nH]c(C)c1C(=O)CSc1nnnn1-c1ccccc1 | -3% | -3.1%
CC(C)CN(C(=O)COC(=O)Cc1n[nH]c(=O)c2ccccc12)C1CCS(=O)(=O)C1 (stereo not given) | 0% | 0.6%
CCc1nnc(NC(=O)c2cccs2)s1 | 2% | 3.1%
Cc1cc(N2CCN(C(=O)c3ccco3)CC2)n2nc(C)c(-c3ccc(Cl)cc3)c2n1 | 11% | -1.7%

In a second layout: results already given
> CCOC(=O)c1c(C)[nH]c(C)c1C(=O)CSc1nnnn1-c1ccccc1
  MKP-3 inhibition: -3% | Hsp70 displacement: -3.1%

> CC(C)CN(C(=O)COC(=O)Cc1n[nH]c(=O)c2ccccc12)C1CCS(=O)(=O)C1 (stereo not given)
  MKP-3 inhibition: 0% | Hsp70 displacement: 0.6%

> CCc1nnc(NC(=O)c2cccs2)s1
  MKP-3 inhibition: 2% | Hsp70 displacement: 3.1%

> Cc1cc(N2CCN(C(=O)c3ccco3)CC2)n2nc(C)c(-c3ccc(Cl)cc3)c2n1
  MKP-3 inhibition: 11% | Hsp70 displacement: -1.7%

Next section
SMILES | MKP-3 inhibition | Hsp70 displacement
CC(Oc1ccc(Cl)cc1Cl)C(=O)OCn1nnc2ccccc2c1=O (stereo not given) | / | -6.3%
CCOC(=O)N1CCN(C2CC(=O)N(c3ccc(C)cc3)C2=O)CC1 (stereo not given) | -7% | 0.0%
Nc1nc(SCC(=O)NCc2ccccc2)n[nH]1 | -8% | -1.7%
COc1ccc(/C=N/Nc2nc3ccccc3o2)cc1OC | / | 9.6%
Cc1ccc(C)c(S(=O)(=O)n2nnc3ccccc32)c1 | -2% | 1.3%
O=C1CC(Sc2nnnn2C2CCCCC2)C(=O)N1c1ccccc1 (stereo not given) | / | 1.0%
COc1ccc(Cl)cc1NC(=O)COc1ccc(Br)cc1C | -1% | 1.4%
Cc1ccc(-c2nc(Nc3ccccc3)s[n+]2CS(=O)(=O)c2ccccc2)cc1 | 4% | 0.3%
COCCNC(=O)CN(c1ccc(C(C)C)cc1)S(=O)(=O)c1ccccc1 | 2% | 5.2%
COc1ccc(CC(=O)O/N=C(\N)c2ccc(C)cc2)cc1OC | 3% | 0.3%
CCc1ccc(-n2nc(C)c3c(C)cc(=O)oc32)cc1 | 0% | 0.5%
COc1ccc(CN(CC2CCCO2)C(=O)CN2C(=O)COc3ccccc32)cc1OC (stereo not given) | / | 3.1%
Cc1noc(NS(=O)(=O)c2ccc(N/C=C/C(=O)c3ccccc3)cc2)c1C | / | -3.7%
CC1CCc2c(sc(NC(=O)C(=O)NCc3ccco3)c2C#N)C1 (stereo not given) | / | 2.4%
N=c1c(C(=O)NCc2ccc(F)cc2)cc2c(=O)n3ccccc3nc2n1Cc1cccnc1 | / | 17%
CC(=O)c1cccc(NC(=O)c2cnn3c(-c4ccccc4)cc(-c4ccccc4)nc23)c1 | 0% | 0.9%
O=C(O)c1ccc(N2C(=O)CC(Cc3ccc(Cl)cc3)C2=O)cc1 (stereo not given) | -3% | 8.9%
CC(=O)NC1C(=O)N(CCc2ccccc2)c2ccc(Br)cc21 (stereo not given) | / | 2.3%
C#CCSc1nnc(-c2ccc(C)cc2)o1 | / | -1.9%
CCOc1cccc2cc(C(=O)Nc3nccs3)c(=O)oc12 | 1% | /
COc1ccc(OC)c(-c2nc3c(C)n[nH]c(=O)c3[nH]2)c1 | -3% | -1.9%
Cc1cc(NC(=O)CSc2nnc(-c3ccccc3)n2Cc2ccco2)no1 | / | 4.4%
CCCOC(=O)c1cccc(NC(=O)COc2ccccc2Cl)c1 | 2% | 0.2%
COc1cccc(-c2nnc(NC(=O)Cc3cccs3)s2)c1 | 3% | -6.3%
O=C1OC(Nc2cccc(Br)c2)(c2ccccc2)c2ccccc21 (stereo not given) | 2% | 0.2%

Hsp70 displacement: entries above that show a hit.
SMILES | MKP-3 inhibition | Hsp70 displacement
Cc1ccc([N+](=O)[O-])cc1-c1ccc(/C=C(\C#N)C(=O)NCc2ccco2)o1 | 5% | 76%*

Not all compounds are listed, so the mix of outcomes need not match the whole.
